Screening results as filed in PubChem.
FH mod – Identification of activators of human fumarate hydratase by quantitative high-throughput screening; FH coupled MDH/diaphorase resazurin fluorescence, 15 min; Potency, µM (highest dose often 79.9 µM), for inactives: at the highest dose activity change, negative = inhibition, usual class: inhibitors; 54,000 tested, 0.22% active; note: potency is the fitted concentration of half-maximal effect; % is set by controls: 0 for no effect and ±100 for the full control effect; the screen sought activators but most active calls are inhibition curves; nearly all actives have a fitted effect of over 45% in size
GALK inhibitor – inhibits human galactokinase; recombinant GALK, Kinase-Glo ATP luminescence, 1 h; P51570; 44,000 tested, under 10 active; Potency, µM (highest dose often 57.5 µM), inactives show top-dose activity, negative = inhibition, most hits filed as inhibitors;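 note: plate controls were full GALK reaction for no effect and reaction lacking GALK for full effect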
Target sequence (P51570 whole entry, looked up): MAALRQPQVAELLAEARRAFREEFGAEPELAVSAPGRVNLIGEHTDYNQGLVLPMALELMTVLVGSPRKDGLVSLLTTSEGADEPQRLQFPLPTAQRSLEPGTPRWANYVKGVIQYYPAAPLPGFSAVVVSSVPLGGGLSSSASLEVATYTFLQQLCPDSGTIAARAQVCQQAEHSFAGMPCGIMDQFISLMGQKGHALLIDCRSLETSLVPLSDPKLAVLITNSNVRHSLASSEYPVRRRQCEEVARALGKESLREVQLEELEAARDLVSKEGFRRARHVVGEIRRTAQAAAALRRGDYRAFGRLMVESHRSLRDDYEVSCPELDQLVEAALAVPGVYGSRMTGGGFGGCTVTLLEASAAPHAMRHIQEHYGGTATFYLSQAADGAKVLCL
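Luminescent ATP-depletion readout (Kinase-Glo Plus, 10 min) after 1 h RT reaction of 5 nM GALK, 35 uM ATP, 100 uM galactose, pH 8.0 HEPES buffer. Decreased kinase activity scored as inhibition.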
p53null 39C tox – kills p53 null cells at the nonpermissive temperature; H1299 p53-null (neo) cells, 39C, ATPlite viability, 24 h; Potency, µM (titrated, usually from 46.1 µM), inactives show top-dose activity, negative = cell killing, usual class: cytotoxic; 55,000 tested, 0.97% active; AID 904;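 note: potency is the fitted concentration of half-maximal effect; 0% = DMSO only and -100% = full killing by 100 µM tamoxifen; nearly all actives have a fitted effect of over 50% in size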
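Temperature-shift cytotoxicity format: compound titrations on p53-null or A138V-expressing H1299 cells held 24 hr at 39C, cell ATP then measured, AC50 from Hill model.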
B2AR arrestin ag – agonists recruiting beta-arrestin to human beta2-adrenergic receptor | P07550 | HTLA Tango cells, beta-arrestin recruitment, luciferase luminescence, 18 h | Potency, µM (highest dose often 46.1 µM), without a hit: at the top dose activation, most hits filed as activators | 44,000 tested, under 10 active;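 note: potency is the fitted concentration of half-maximal effect; 0% = DMSO and full agonism = EC100 isoproterenol or metaproterenol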
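Tango cells (recombinant beta2-AR, beta-arrestin, tTA-driven luciferase), 1500/well in DMEM 1% FBS, treated 18 h at 37 °C with compounds up to 46 µM; luciferin mix added, luminescence read after 15 min; %activity curves fitted and curve-classed.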
p53null 32C tox – p53 null cell cytotoxicity, permissive temperature. 55,000 tested, 0.62% active. H1299-neo p53 null cells, ATP luminescence, 24 h, 32C. Potency, µM (series often up to 46.1 µM), inactives show at the highest dose activity change, negative = cytotoxicity, hits mostly cytotoxic;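 note: potency is the fitted concentration of half-maximal effect; 0% = DMSO only and -100% = full killing by 100 µM tamoxifen; nearly all actives have a fitted effect of over 55% in size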
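Overnight 37C seeding (600 cells/well) of H1299-neo preceded a 24 hr, 32C exposure to compounds up to 46 uM. ATP levels, read by luminescence after 20 min at RT, indicated surviving cells.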
NTMT1 inhibitor – blocks human N-terminal methyltransferase 1 activity; Potency, µM (doses to about 114 µM), without a hit: at the top dose activity change, negative = inhibition, usual class: inhibitors; Q9BV86; 59,000 tested, 2.5% active; NTMT1 MTase-Glo SAH luminescence, purified enzyme;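 note: potency is the fitted concentration of half-maximal effect; plate controls were DMSO vehicle for no effect and no enzyme for full effect; nearly all actives have a fitted effect of over 65% in size; many of its hits are not listed in these tables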
Target sequence (Q9BV86 whole entry, looked up): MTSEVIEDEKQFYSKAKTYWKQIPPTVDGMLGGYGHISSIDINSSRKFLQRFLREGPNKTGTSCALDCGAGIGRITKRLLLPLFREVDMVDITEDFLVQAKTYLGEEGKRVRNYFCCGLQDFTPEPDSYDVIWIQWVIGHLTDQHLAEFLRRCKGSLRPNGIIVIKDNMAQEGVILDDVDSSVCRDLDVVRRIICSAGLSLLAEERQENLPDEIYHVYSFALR
TSG101-PTAP inh – TSG101-PTAP interaction inhibition, HIV-1 budding | Q99816 | Fluorescence polarization, FITC-PTAP peptide/Tsg101, 20 min | Potency, µM (titrated, usually from 115 µM), without a hit: top-dose activity change, negative = inhibition, usual class: inhibitors | 44,000 tested, under 10 active; note: potency is the fitted concentration of half-maximal effect; 0% is about no effect
Target sequence (Q99816 whole entry, looked up): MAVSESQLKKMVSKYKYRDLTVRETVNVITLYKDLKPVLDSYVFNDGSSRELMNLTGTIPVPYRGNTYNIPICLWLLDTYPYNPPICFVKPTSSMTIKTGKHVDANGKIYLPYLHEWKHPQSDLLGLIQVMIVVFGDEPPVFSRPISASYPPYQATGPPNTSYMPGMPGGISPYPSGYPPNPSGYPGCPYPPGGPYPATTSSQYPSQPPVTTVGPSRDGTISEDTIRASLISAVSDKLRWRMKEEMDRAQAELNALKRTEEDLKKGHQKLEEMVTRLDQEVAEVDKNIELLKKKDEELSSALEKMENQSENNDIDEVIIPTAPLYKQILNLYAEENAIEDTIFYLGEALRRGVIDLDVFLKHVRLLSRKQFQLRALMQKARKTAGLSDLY
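Fluorescence polarization binding of Tsg101 binding domain (10 uM final) to FITC-labeled PTAP-motif peptide (50 nM final) in HEPES pH 7.5/NaCl/Tween 20/EDTA/TCEP buffer; 20 min at r.t. Actives by curve class, <25 µM, efficacy <60% inhibition.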
* = called active by the depositor; ? = inconclusive; . = not tested or not shown. Calls come from the whole dose curve; as a rule, active = well fitted curve in the direction sought with a large enough effect; inconclusive = small, poorly fitted or top-dose-only effect, or another doubt; inactive = no such curve, though single readings can be large; an effect the other way counts as inactive or inconclusive. Some of the compounds tested, so the mix of outcomes need not match the whole.

1: Cc1ccc2c(c1)N(S(=O)(=O)c1ccc3c(c1)NC(=O)CC(=O)N3)CCO2
2: CC1=C(C(=O)Nc2ccc(C)cc2C)C(c2ccccc2F)n2nc(SCC(=O)c3ccc(C)cc3)nc2N1 (stereo unspecified)
3: CCOC(=O)c1cc(OC(=O)c2cccc(F)c2)n(-c2ccccc2)n1
4: CCOC(=O)c1c(C)c(-c2ccccc2)n(CC(=O)NCc2cccc(OC)c2)c1C
5: CCOc1ccccc1NC(=O)CC(c1ccc(F)cc1)N1Cc2ccccc2C1=O (stereo unspecified)
6: Cc1ccc2c(c1)sc1nc(-c3cc4ccccc4oc3=O)cn12
7: CCCCn1nc(NC(=O)c2cccc(Cl)c2)c2cc3ccccc3nc21
8: Cc1ccc(CN2CCN(C3CCN(C(=O)OC(C)(C)C)CC3)C(=O)C2=O)cc1
assay / entry	1	2	3	4	5	6	7	8
FH mod	-9%	-8%	6%	-6%	.	-1%	-16%	-1%
GALK inhibitor	1%	1%	1%	-3%	0%	4%	2%	2%
p53null 39C tox	2%	1%	-20%	-20%	16%	9%	5%	0%
B2AR arrestin ag	-1%	-3%	0%	0%	1%	0%	-1%	-1%
p53null 32C tox	18%	-6%	-4%	-16%	0%	-16%	0%	?
NTMT1 inhibitor	1%	6%	-19%	-4%	.	-2%	-3%	17%
TSG101-PTAP inh	-3%	3%	-10%	1%	-4%	4%	1%	-1%

9: Cc1ccc(NC(=O)CSc2nnc(C)n3c2cc2sccc23)c(C)c1
10: Cc1cc(C)cc(NC(=O)CCCn2c(=O)c3cccn3c3ccccc32)c1
11: COCCCn1c(=N)c(C(=O)NCc2ccco2)cc2c(=O)n3cccc(C)c3nc21
12: CCc1ccc(-c2cn3nc(CC)sc3n2)cc1
13: CCOc1ccc(NC(=O)c2ccc3[nH]c(C)cc(=O)c3c2)cc1
14: Cc1ccc(-c2c(CN3CCN(c4cc(C)ccc4C)CC3)csc2C)cc1
15: CCOc1ccc(-n2c(=O)c3c(C)c(C)sc3n(CC(=O)N(CC)Cc3ccccc3)c2=O)cc1
16: CCOc1cc(C2c3c(-c4cc(C)ccc4O)n[nH]c3C(=O)N2CCCOC(C)C)ccc1O (stereo unspecified)
assay / entry	9	10	11	12	13	14	15	16
FH mod	15%	-7%	7%	-12%	0%	-1%	-22%	-10%
GALK inhibitor	0%	-11%	0%	-1%	2%	0%	-5%	0%
p53null 39C tox	-10%	-7%	15%	10µM*	27%	-18%	16%	25%
B2AR arrestin ag	1%	-1%	-1%	-1%	-3%	?	6%	?
p53null 32C tox	-4%	23%	4%	13µM*	6%	6%	18%	14%
NTMT1 inhibitor	?	?	?	-10%	-5%	8%	8%	-11%
TSG101-PTAP inh	-10%	-1%	-3%	0%	-2%	-2%	2%	-5%

2 records picked at random from those above:
15: CCOc1ccc(-n2c(=O)c3c(C)c(C)sc3n(CC(=O)N(CC)Cc3ccccc3)c2=O)cc1
4: CCOC(=O)c1c(C)c(-c2ccccc2)n(CC(=O)NCc2cccc(OC)c2)c1C
assay / entry	15	4
FH mod	-22%	-6%
GALK inhibitor	-5%	-3%
p53null 39C tox	16%	-20%
B2AR arrestin ag	6%	0%
p53null 32C tox	18%	-16%
NTMT1 inhibitor	8%	-4%
TSG101-PTAP inh	2%	1%

The listing continues:
17: CCOCCCNC(=O)C1CCCN(c2ncnc3onc(C)c23)C1 (stereo unspecified)
18: Cn1c2ccccc2c2c(C(=O)N3CCN(c4cccc(C(F)(F)F)c4)CC3)cn(C3CCCCC3)c(=O)c21
19: CCOc1ccccc1NC(=O)c1ccc2c(Cl)c3c(nc2c1)CCC3
20: COC(=O)c1c(NC(=O)CS(=O)(=O)c2ccc(C)cc2)sc2c1CCCC2
21: COc1ccc(NC(=O)c2ccc3[nH]c(C)cc(=O)c3c2)cc1
22: Cc1ccc(NC(=O)CSc2nc3ccc(NC(=O)CCc4ccccc4)cc3s2)cc1
23: O=C(Nc1cccc(Br)c1)N1CCC(CN2CCCCCC2)CC1
24: CCOC(=O)c1c(C)oc2ncnc(Nc3cc(Cl)ccc3OC)c12
assay / entry	17	18	19	20	21	22	23	24
FH mod	2%	?	0%	-19%	-2%	-1%	5%	-10%
GALK inhibitor	1%	4%	6%	1%	0%	8%	2%	2%
p53null 39C tox	8%	7%	?	19%	14%	-6%	-5%	-3%
B2AR arrestin ag	0%	-1%	0%	-3%	-3%	-3%	1%	0%
p53null 32C tox	1%	12%	?	7%	-7%	-10%	-12%	3%
NTMT1 inhibitor	8%	-2%	-3%	-10%	-3%	2%	?	16%
TSG101-PTAP inh	-5%	-5%	2%	0%	-1%	0%	-2%	-4%

Complete entries as entered above. Screens in order: FH mod, GALK inhibitor, p53null 39C tox, B2AR arrestin ag, p53null 32C tox, NTMT1 inhibitor, TSG101-PTAP inh
CCOC(=O)c1c(C)oc2ncnc(Nc3cc(Cl)ccc3OC)c12 as listed: -10%, 2%, -3%, 0%, 3%, 16%, -4%
CCOCCCNC(=O)C1CCCN(c2ncnc3onc(C)c23)C1 (stereo unspecified) as listed: 2%, 1%, 8%, 0%, 1%, 8%, -5%
O=C(Nc1cccc(Br)c1)N1CCC(CN2CCCCCC2)CC1 as listed: 5%, 2%, -5%, 1%, -12%, ?, -2%

Remaining list, next part:
25: Clc1ccc(Nc2nc(-c3ccccc3)c3cc(Cl)ccc3n2)cc1
26: Cc1nnc(NC(=O)CSc2nc3c([nH]c4ccccc43)c(=O)n2-c2cccc(Cl)c2)s1
27: Cc1c(C(=O)NCCc2ccc(Cl)cc2)cccc1-n1cnc2cccnc21
28: CCN(CCCNC(=O)c1cc(Nc2ccc(OC)cc2OC)nc2ccccc12)c1cccc(C)c1
29: Cc1ccccc1-c1nc(CS(=O)(=O)CC(=O)Nc2cc(Cl)cc(Cl)c2)c(C)o1
30: O=C(Nc1cc2ccc(O)cc2oc1=O)c1ccc(F)cc1
31: COc1ccc2c(C)c(CCC(=O)NCCc3ccc(Cl)cc3)c(=O)oc2c1
32: CCN1C(=O)c2ccccc2Sc2ccc(NC(=O)Cc3ccc(OC)c(OC)c3)cc21
assay / entry	25	26	27	28	29	30	31	32
FH mod	-3%	-4%	-7%	-21%	-15%	-2%	.	-3%
GALK inhibitor	-1%	-8%	?	0%	1%	0%	2%	-1%
p53null 39C tox	5%	3%	-4%	8%	?	?	-5%	5%
B2AR arrestin ag	0%	?	1%	-1%	0%	2%	0%	8%
p53null 32C tox	3%	0%	-4%	11%	-6%	?	-3%	10%
NTMT1 inhibitor	0%	4%	3%	0%	12%	-11%	.	-18%
TSG101-PTAP inh	-6%	-1%	-1%	1%	-4%	3%	1%	-8%

33: CCS(=O)(=O)N1CCc2cc(C(=O)Nc3cc(C)cc(C)c3)ccc21
34: Cc1ccc(C)c2sc(N3CCN(C(=O)c4ccco4)CC3)nc12
35: CCOc1ccc(NC(=O)Cn2cc(C(=O)c3ccc(OC)cc3)c(=O)c3cc4c(cc32)OCO4)cc1
36: Cc1c2cnn(CC(=O)NCCc3ccccc3)c(=O)c2c(C)n1Cc1ccccc1
37: CCc1nc(-c2ccc(C)c(S(=O)(=O)N3CCN(c4ccc(C(C)=O)cc4)CC3)c2)no1
38: COc1ccc(NC(=O)c2cc3c(-c4ccccc4F)nn(C)c3s2)c(OC)c1
39: COCCN(Cc1ccco1)C(=O)Cn1ncc2c([nH]c3ccccc32)c1=O
40: COc1cccc(NC(=O)c2sc3nc(C)c(C(=O)Nc4ccc(C)cc4C)c(-c4ccco4)c3c2N)c1
assay / entry	33	34	35	36	37	38	39	40
FH mod	-9%	-12%	-7%	1%	-12%	-26%	2%	-35%
GALK inhibitor	0%	2%	5%	6%	0%	9%	3%	6%
p53null 39C tox	11%	13%	-4%	-20%	2%	-2%	-13%	12%
B2AR arrestin ag	-3%	-4%	1%	-3%	-3%	0%	0%	0%
p53null 32C tox	-10%	-4%	7%	-2%	-1%	4%	-5%	4%
NTMT1 inhibitor	-6%	-7%	-4%	?	4%	-2%	-3%	-1%
TSG101-PTAP inh	1%	3%	1%	-2%	2%	-6%	3%	1%

41: Clc1ccc(CNc2cc(-c3ccccc3)nc3nncn23)cc1
42: CC(=O)N1c2ccc(S(=O)(=O)NCC3CCC(C(=O)Nc4ccc(F)cc4)CC3)cc2CC1C (stereo unspecified)
43: CCCOC(=O)C(C)n1nnc2sc(-c3ccccc3)cc2c1=O (stereo unspecified)
44: COc1cccc(CNC(=O)CSC2=Nc3ccccc3C3=NC(C(C)C)C(=O)N23)c1 (stereo unspecified)
45: CCOc1ccc2nc(N3CCCC(C(=O)NCCc4ccc(Cl)cc4)C3)sc2c1 (stereo unspecified)
46: Cc1cc(C)cc(OCC(=O)N(Cc2ccc(Cl)cc2)CC2CCCO2)c1 (stereo unspecified)
47: CCc1ccc(-n2nc(CO)c(C(=O)NCc3ccccn3)n2)cc1
48: COc1ccc(N2CCN(S(=O)(=O)CCNC(=O)Cc3ccc(-c4ccccc4)cc3)CC2)cc1
assay / entry	41	42	43	44	45	46	47	48
FH mod	-2%	6%	-6%	3%	-1%	-15%	4%	4%
GALK inhibitor	-2%	0%	-4%	-1%	-3%	0%	5%	0%
p53null 39C tox	?	15%	?	-3%	-23%	-15%	?	-1%
B2AR arrestin ag	-1%	-1%	-1%	0%	1%	-5%	-2%	-1%
p53null 32C tox	-3%	16%	?	-2%	-14%	8%	-13%	-2%
NTMT1 inhibitor	?	16%	22%	12%	17%	1%	20%	-9%
TSG101-PTAP inh	-1%	1%	1%	-10%	0%	-1%	-2%	-7%

49: CCC(Nc1ccc(-c2nc(-c3ccco3)no2)cc1[N+](=O)[O-])c1ccccc1 (stereo unspecified)
50: CCOC(=O)c1ccc(NC(=O)CN2C(=O)CC(c3ccc(C)c(C)c3)=Nc3ccccc32)cc1
51: Cc1cccc(OCCOCCn2c(-c3ccc(Cl)cc3)nc3ccccc3c2=O)c1C
52: COCc1nc2ccccc2n1CCOc1cccc(C)c1
assay / entry	49	50	51	52
FH mod	-2%	-20%	.	-2%
GALK inhibitor	-2%	-1%	-11%	0%
p53null 39C tox	-7%	11%	29%	-2%
B2AR arrestin ag	-1%	0%	1%	1%
p53null 32C tox	-4%	-3%	-7%	-2%
NTMT1 inhibitor	-5%	-13%	.	-1%
TSG101-PTAP inh	0%	-3%	0%	0%
